Salmonella PhoP GFP: PhoP regulon inhibitors, Salmonella typhi PhoP promoter GFP reporter, confirmatory (AID 1850). Salmonella Typhi PhoP-promoter GFP reporter, fluorescence, 4 h; higher % means a stronger effect. inhibition, % at 50 µM; hits with a dose series show IC50 in µM. 310,000 compounds, 0.33% hits; in the data active = a potency from the dose series; inconclusive = inhibition mostly from about 25% at the one dose, without a potency; inactive = the rest, 99 in 100 with inhibition below about 19%;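 note: 0% = induced wells with vehicle and 100% = uninduced wells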
tuberculosis growth: growth inhibition of non-replicating M. tuberculosis (AID 488890); Mycobacterium tuberculosis non-replicating, growth inhibition; higher % means a stronger effect; inhibition, % at 25 µM, or IC50 in µM where a hit was titrated; 320,000 compounds, 0.39% hits; in the data active = a potency from the dose series; inconclusive = inhibition mostly from about 82% at the one dose, without a potency; inactive = the rest, 99 in 100 with inhibition below about 76%;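 note: plate controls were DMSO cells for no effect and high antibiotic wells for full effect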
H37Rv inhibition: M. tuberculosis growth inhibition, HTS (AID 449762) | 330,000 compounds, 0.59% hits | M. tuberculosis H37Rv growth inhibition, 7H9 media; higher % means a stronger effect | inhibition, % at 25 µM; hits with a dose series show IC50 in µM; in the data active = a potency from the dose series; inconclusive = inhibition above about 70% without an active follow-up result;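 note: bacterial growth assessed after seven days of incubation; strong numbers were not always called active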
influenza NS1A: H1N1 influenza NS1A inhibitors, functional cell based assay (AID 504329); NS1A functional cell-based assay, percent inhibition; higher % means a stronger effect; one-dose inhibition, % at 12.5 µM; IC50 in µM for titrated hits; 340,000 compounds, 0.3% hits; in the data active = a potency from the dose series; inconclusive = inhibition above about 27% without an active follow-up result; note: strong numbers were not always called active
VEEV TC-83 Vero: inhibitors of VEEV TC-83 cytopathic effect, confirmation, Vero cells (AID 588727). Vero cells, VEEV TC-83 cytopathic effect inhibition; higher % means a stronger effect. inhibition, % at 20 µM, or IC50 in µM where a hit was titrated. 350,000 compounds, 0.13% hits; in the data active = a potency from the dose series; inconclusive = inhibition mostly from about 14% at the one dose, without a potency; inactive = the rest, 99 in 100 with inhibition below about 12%; note: strong numbers were not always called active
VEEV TC-83 Vero 10K pilot screen: also measured in VEEV TC-83 Vero; calls as there; inhibition, %; measured here: 10K pilot screen inhibition
* hit, by the source's call; i = inactive; ? = inconclusive; nt = no result given. Compounds were not picked by outcome. Share with any hit: about 1.5%.

SMILES	Salmonella PhoP GFP	tuberculosis growth	H37Rv inhibition	influenza NS1A	VEEV TC-83 Vero	others
CN(C)S(=O)(=O)c1cccc(C(=O)NC(=S)N(CCC#N)Cc2cccnc2)c1	-3.0%	42.5%	-7.4%	2.1%	0.2%
CNC(=O)c1sc(Nc2cc(C)ccc2C)nc1C	6.8%	3.6%	15.5%	-3.2%	2.8%
O=C(CCc1nnc2n(Cc3ccccc3)c(=O)c3ccccc3n12)NCCCN1CCCCC1	0.3%	20.4%	3.9%	5.6%	i
O=[N+]([O-])c1ccc(COc2cccc3cccnc23)cc1	-1.6%	17.8%	7.0%	-25.0%	0.1%
Cc1ccc(C2=CSC3=NS(=O)(=O)CCN23)cc1C	3.5%	-5.3%	-8.4%	-8.4%	7.0%
CN(C)C(CNS(=O)(=O)c1ccc(Br)cc1)c1cccnc1 (stereo not given)	6.8%	9.9%	-4.1%	-5.3%	1.3%
O=C(OCC(=O)N1CCN(C(=O)c2ccco2)CC1)c1cc(=O)c2ccccc2o1	-2.7%	-17.0%	-6.2%	1.5%	0.2%
CC(C)(C)C(=O)NC(=S)NCc1ccccc1	-9.9%	?	11.0%	13.2%	0.5%
COc1ccc2nc(C)cc(Nc3ccc(N4CCN(C)CC4)cc3)c2c1	0.1%	22.9%	4.5%	5.3%	i
CCCCc1nnc(NC(=O)C(C)Sc2nc(C)cc(=O)[nH]2)s1 (stereo not given)	-6.9%	8.5%	2.3%	-6.9%	0.5%
C#CC[N+](C)(C)CCCCCCCCCC	2.7%	18.1%	6.6%	-0.7%	i
O=C(C[n+]1ccc2ccccc2c1)c1ccccc1	9.0%	21.7%	-2.9%	-15.4%	0.4%
CCN(CC)S(=O)(=O)c1ccc(C(=O)Nc2ccc(Cc3ccncc3)cc2)cc1	1.9%	32.1%	0.1%	-0.3%	6.6%
COc1cc2c(cc1NC(=O)c1cccc(Br)c1)CCCC2	11.1%	30.2%	21.6%	5.5%	2.3%
Cc1ccc(Sc2c(C)nn(C(=O)C3CC3)c2C)cc1	-3.6%	53.5%	2.5%	42.0%	1.0%
CCN(CC)CCCNC(=O)C1c2cc(OC)c(OC)cc2C(=O)N(C)C1c1cccnc1 (stereo not given)	1.5%	14.6%	-0.4%	-6.5%	i
CN(C)c1ccc(-c2cc([C@H]3[C@@H]4C=CCC[C@@]4(C)C(=O)N3Cc3ccccc3)ccc2F)cc1	-3.4%	-0.4%	0.9%	12.0%	i	VEEV TC-83 Vero 10K pilot screen=0.0
COc1cc(NC(=O)C2CCCN(c3ncnc4c3nc3n4CCCCC3)C2)cc(OC)c1OC (stereo not given)	-27.2%	13.0%	7.0%	9.8%	8.8%
COc1ccc(-c2ncnc(C(F)(F)F)c2-c2csc(C)n2)c(O)c1	3.5%	7.5%	5.9%	-7.5%	1.3%
Cc1c(C=O)c2ccccc2n1Cc1ccc([N+](=O)[O-])cc1	-0.9%	30.5%	-4.4%	5.4%	i
Cn1ncc(C#N)c1NC(=O)C1CC(c2ccccc2Cl)=NO1 (stereo not given)	0.1%	1.6%	0.2%	nt	nt
COc1ccc(OC)c(-n2nnnc2SCC(=O)NCc2ccc3c(c2)OCO3)c1	0.9%	10.3%	-10.0%	-4.5%	1.1%
CC1=NN(c2ccccc2)C(=O)/C1=C\C=C1/N(C)c2ccccc2C1(C)C	-3.6%	66.1%	53.4%	11.8µM*	0.1%
CN1CCN(c2ccc(CNS(=O)(=O)c3ccccc3)cc2)CC1	-1.6%	-2.8%	-7.5%	-21.9%	25.3%
C=CCNC(=O)c1onc(CSc2ccccc2)c1C(=O)NCC=C	0.1%	14.6%	-10.8%	-9.7%	2.6%
COc1ccc(Cl)cc1NC(=O)C(C)Sc1nnc(C2CC2)n1C1CC1 (stereo not given)	nt	12.0%	-5.9%	-4.6%	6.8%
O=C1Cc2ccccc2C(=O)N1Cc1ccccc1	9.0%	-3.1%	-6.5%	-8.8%	3.0%
COc1cc(C#Cc2c(-c3cncn3C)n(C)c3ccc(Br)cc23)cc(OC)c1	nt	?	?	10.0%	i
Nc1ccc(Br)cc1Br	-6.0%	-19.9%	-6.6%	-10.7%	i
COc1cccc(CCC(=O)N2CCC(n3nccc3NC(=O)C3CCOC3)CC2)c1 (stereo not given)	-8.9%	11.5%	1.4%	10.2%	i
c1cncc(-c2nc3ccccc3o2)c1	5.1%	-1.6%	-8.0%	-30.4%	8.7%
COc1cc(C(=O)N2CCN(c3ccccc3OC)CC2)c([N+](=O)[O-])cc1OC	2.4%	2.9%	2.4%	2.4%	1.5%
Cc1nn(C)c(C)c1CN(C)C(=O)C1c2ccccc2Oc2ccccc21	-5.6%	12.8%	0.9%	5.1%	5.8%
NS(=O)(=O)c1cccc(NC(=O)CSc2nc3ccccc3c(=O)n2CC2CCCO2)c1 (stereo not given)	nt	nt	nt	-7.1%	10.2%
Cc1cc(F)ccc1S(=O)(=O)Nc1ccc(O)c(Sc2ncn[nH]2)c1	13.2%	-2.4%	3.5%	-4.3%	1.5%
Oc1ccc2oc3c(c2c1/C=N/n1cnnc1)CCCC3	-17.9%	10.7%	4.7%	4.8%	i
N#CCC(=O)Nc1ccc(C(=O)Nc2cccnc2)cc1	21.3%	11.8%	-7.1%	-0.4%	1.8%
N#CCCn1nc2c(c1N)CCC2	nt	nt	nt	-0.3%	0.7%
COc1cc(C(=O)Nc2ccc([N+](=O)[O-])cn2)cc(OC)c1OC	-4.1%	3.5%	2.0%	-0.1%	1.5%
Cc1cc(C)nc(SCC(=O)Nc2ncc3c(n2)CC(C)(C)CC3=O)n1	2.4%	-5.0%	0.6%	-2.4%	1.9%
Cc1cccc(N2C(=O)/C(=C/c3ccccn3)SC2=S)c1	8.3%	0.3%	7.1%	nt	1.0%
CCCCCc1nc2c(c(=O)c3ccccc3n2C)c(=O)n1Cc1ccc(OC)cc1	1.7%	12.6%	-6.2%	-11.9%	2.7%
CNC(=S)N1CCc2cc(OC)c(OC)cc2C1COc1ccc(F)cc1 (stereo not given)	-17.7%	16.2%	3.7%	3.4%	8.1%
O=C1C=C(O)c2cccc3cccc1c23	-13.1%	7.0%	-3.2%	-0.1%	i
CCC1(C(=O)c2ccccc2)C(c2cccc([N+](=O)[O-])c2)C1(C(=O)OC)C(=O)OC (stereo not given)	-8.9%	17.5%	4.8%	1.7%	7.6%
O=c1c2cc3c(cc2[nH]c(=S)n1C1CCN(Cc2ccccc2)CC1)OCO3	-5.5%	-3.5%	2.8%	7.0%	3.7%
Cc1ccc(N(CC2CO2)S(=O)(=O)c2ccc([N+](=O)[O-])cc2)cc1 (stereo not given)	-2.6%	1.2%	-8.2%	1.8%	0.9%
CCN(CC)C(=O)CSc1nnc(-c2c[nH]c3ccccc23)o1	-1.4%	14.1%	1.4%	-2.8%	i
CCOC(=O)Cc1csc(SCC(=O)Nc2cccc(Cl)c2)n1	6.7%	?	12.5%	3.1%	1.0%
Cc1ccc(-c2ccc(C(=O)O)c(C)n2)cc1	6.3%	3.5%	-8.2%	-7.5%	i
Cc1ccc(C(=O)NCCc2nnc3ccc(SCC(=O)NCc4ccc(F)cc4)nn23)cc1	1.4%	8.8%	-4.4%	-3.2%	2.4%
Cc1cc(C)cc(N(C(=O)Cc2cccs2)C(C(=O)NC2CCCC2)c2ccc(C)o2)c1 (stereo not given)	2.0%	-3.9%	5.1%	-4.6%	1.2%
CC(NC(=O)COC(=O)c1cc(Cl)nc(Cl)c1)c1ccccc1 (stereo not given)	-1.1%	31.8%	8.9%	-6.2%	2.8%
CC(Sc1nc2ccccc2n1C)C(=O)NC(c1ccccc1)c1ccccc1 (stereo not given)	5.9%	26.5%	-2.4%	-14.5%	4.4%
COc1ccc(N(CC(=O)NCc2ccc(Cl)cc2)S(=O)(=O)c2ccccc2[N+](=O)[O-])c(OC)c1	-9.9%	14.2%	-6.1%	-15.8%	5.6%
CN(C)S(=O)(=O)c1cccc(NC(=O)c2cc([N+](=O)[O-])ccc2N2CCCCC2)c1	nt	6.4%	-5.8%	-5.0%	i
CCOC(=O)C1=C(COC(=O)CSc2ccc(C)cc2)NC(=O)NC1C (stereo not given)	nt	4.4%	4.8%	-18.4%	i
COc1cccc(OCCCN2CCCCCC2)c1	2.7%	3.8%	4.0%	-3.4%	0.4%
O=C(NC1=NCCS1)c1ccccc1F	19.0%	-3.8%	-11.5%	nt	1.7%
Cc1c(CCOC(=O)CC23CC4CC(CC(C4)C2)C3)sc[n+]1Cc1ccccc1	-3.0%	49.1%	?	-10.8%	0.1%

Remaining list, next part.
SMILES	Salmonella PhoP GFP	tuberculosis growth	H37Rv inhibition	influenza NS1A	VEEV TC-83 Vero	others
CCCCN(C(=O)c1ccc2c(c1)OCO2)c1c(N)n(CCCC)c(=O)[nH]c1=O	2.7%	-6.7%	-9.6%	-7.0%	3.6%
O=C(c1ccccn1)N(Cc1ccco1)C1(C(=O)NC2CCCC2)CCCCC1	5.6%	-3.1%	-13.9%	11.2%	i
Cc1ccc(CSc2nc3c(c(=O)[nH]c(=O)n3C)n2CCC(C)C)cc1	-16.6%	nt	5.6%	28.7%	7.5%
COc1cccc(CN(C)CCCn2ccc(NC(=O)OCc3ccccc3)nc2=O)c1	nt	nt	nt	-4.2%	i
CCN(CC)S(=O)(=O)c1ccc(N(C)Cc2cccc(OC)c2OC)nc1	-5.7%	14.4%	-1.8%	11.9%	1.8%
COc1ccc(-c2cncnc2-c2ccc(OC)cc2O)cc1	-4.2%	-4.3%	5.9%	-1.4%	4.0%
CC(C)CC1NC(=O)N(CC(=O)NC2CCCc3ccccc32)C1=O (stereo not given)	12.3%	3.8%	5.6%	-8.6%	i
COC(=O)CCC(=O)NNC(=O)c1ccc(Cl)cc1Cl	-1.0%	-22.0%	0.1%	0.5%	4.1%
CCN(c1ccccc1)S(=O)(=O)c1cc(C(=O)OC2CCOC2=O)ccc1C (stereo not given)	nt	-12.8%	-5.4%	-9.9%	1.8%
Cc1cccc(OCCNc2nc3c(c(=O)n(C)c(=O)n3C)n2C)c1	12.3%	0.1%	2.9%	-80.3%	1.2%

Ordered by SMILES length (smallest number first): 15 of the compounds above.
SMILES	Salmonella PhoP GFP	tuberculosis growth	H37Rv inhibition	influenza NS1A	VEEV TC-83 Vero	others
O=C(NC1=NCCS1)c1ccccc1F	19.0%	-3.8%	-11.5%	nt	1.7%
COc1cccc(OCCCN2CCCCCC2)c1	2.7%	3.8%	4.0%	-3.4%	0.4%
COC(=O)CCC(=O)NNC(=O)c1ccc(Cl)cc1Cl	-1.0%	-22.0%	0.1%	0.5%	4.1%
CC(NC(=O)COC(=O)c1cc(Cl)nc(Cl)c1)c1ccccc1 (stereo not given)	-1.1%	31.8%	8.9%	-6.2%	2.8%
CC(C)CC1NC(=O)N(CC(=O)NC2CCCc3ccccc32)C1=O (stereo not given)	12.3%	3.8%	5.6%	-8.6%	i
Cc1cccc(OCCNc2nc3c(c(=O)n(C)c(=O)n3C)n2C)c1	12.3%	0.1%	2.9%	-80.3%	1.2%
CCOC(=O)C1=C(COC(=O)CSc2ccc(C)cc2)NC(=O)NC1C (stereo not given)	nt	4.4%	4.8%	-18.4%	i
CCN(CC)S(=O)(=O)c1ccc(N(C)Cc2cccc(OC)c2OC)nc1	-5.7%	14.4%	-1.8%	11.9%	1.8%
Cc1ccc(CSc2nc3c(c(=O)[nH]c(=O)n3C)n2CCC(C)C)cc1	-16.6%	nt	5.6%	28.7%	7.5%
CCN(c1ccccc1)S(=O)(=O)c1cc(C(=O)OC2CCOC2=O)ccc1C (stereo not given)	nt	-12.8%	-5.4%	-9.9%	1.8%
Cc1c(CCOC(=O)CC23CC4CC(CC(C4)C2)C3)sc[n+]1Cc1ccccc1	-3.0%	49.1%	?	-10.8%	0.1%
CCCCN(C(=O)c1ccc2c(c1)OCO2)c1c(N)n(CCCC)c(=O)[nH]c1=O	2.7%	-6.7%	-9.6%	-7.0%	3.6%
Cc1cc(C)cc(N(C(=O)Cc2cccs2)C(C(=O)NC2CCCC2)c2ccc(C)o2)c1 (stereo not given)	2.0%	-3.9%	5.1%	-4.6%	1.2%
CN(C)S(=O)(=O)c1cccc(NC(=O)c2cc([N+](=O)[O-])ccc2N2CCCCC2)c1	nt	6.4%	-5.8%	-5.0%	i
COc1ccc(N(CC(=O)NCc2ccc(Cl)cc2)S(=O)(=O)c2ccccc2[N+](=O)[O-])c(OC)c1	-9.9%	14.2%	-6.1%	-15.8%	5.6%

Screens: PubChem BioAssay, Southern Research Specialized Biocontainment Screening Center
